E-sel inducer: E-selectin induction in HUVECs, primary screen, imaging, HUVEC, immunofluorescence imaging, single point. P16581. normalized: neutral wells 0, TNF-alpha wells 100. activation, % at 7.58 µM. 260,000 compounds, 0.37% hits. AID 686992, 2013;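 active means mean E-selectin-positive cell signal at least 10% of the positive control, reached in at least 60% of replicates, without over 20% cell loss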;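 further: in these data hits start at about 27%; measured in HUVEC primary endothelial cells; signal is the percent of cells scored E-selectin positive by PE staining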
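Material: HUVEC primary endothelial cells; Amount: 3,000 cells per well; Dosing: single concentration; Medium: EGM-2 growth medium on 0.1% gelatin-coated wells; Read-out basis: percent E-selectin-positive cells; Signal: immunofluorescence imaging; Control set: TNF-alpha, DMSO.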
S100A4 inh HTS: inhibitors of S100A4-myosin IIA peptide binding, primary screen, biochemical, fluorescence polarization, TAMRA-MyoIIA peptide. 360,000 compounds, 0.14% hits. inhibition, % at 10.7 µM. AID 652163, 2013. Protein S100-A4 (Homo sapiens), P26447;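 active means mean inhibition of at least 70% across replicates, with every replicate also reaching that level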
Target sequence (P26447 whole entry, looked up): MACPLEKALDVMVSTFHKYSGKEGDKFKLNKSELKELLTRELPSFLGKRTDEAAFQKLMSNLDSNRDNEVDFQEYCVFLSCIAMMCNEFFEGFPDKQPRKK
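Material: S100A4 monomer protein / Buffer or medium: 50 mM HEPES pH 7.2, 10 mM CaCl2, 100 mM KCl / Times: 5 min incubation before reading / Benchmarks: neutral control DMSO, positive control TFP / Reagent: labelled myosin peptide probe, 5 nM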
Xi reactivation: activators of inactive X chromosome reactivation, primary screen, imaging, XiGFP fibroblasts, GFP high-content imaging, set 2. AID 743238, 2013. 360,000 compounds, 0.055% hits. XiGFP mouse fibroblasts, % GFP-positive cells imaging, 3 d; cells co-treated with 5-aza-dC sensitizer; scaled so ellipticine positive control = 100%. activation, % at 7.58 µM;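 active means mean normalized replicate activation at least 10% and every replicate at or above 10%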;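 further: 0% = median of on-plate neutral control wells and 100% = ellipticine 6 µM median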
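Schedule: 3 d treatment, 15 min room-temperature fixation; system: 68-5-11 XiGFP fibroblast line; buffer or medium: DMEM plus 5-aza-dC sensitizer; control set: ellipticine 6 µM positive control; compound: one concentration, pinned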
ERp5 block: inhibitors of ERp5-driven insulin aggregation, primary screen, biochemical, turbidity, absorbance 650 nm, single point | 90 min | 350,000 compounds, 0.05% hits | Protein disulfide-isomerase A6 (Homo sapiens), Q15084 | inhibition, % at 9.99 µM;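 active means mean replicate inhibition above about 25%, with every replicate also reaching it, limit read from the data, passing the limit was not always enough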
esBAF inh: Bmi1 luciferase reporter increase in mESCs, primary screen, esBAF inhibitor project, mouse ES cells, Bmi1 luciferase knock-in, single point. reporter increase, % at 12.5 µM. 350,000 compounds, 2% hits. 24 h; 100% = twice the neutral-well signal. AID 602393, 2012; in the data active means activation above about 40%;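 further: 0% = median of the plate's neutral control wells and 100% = double that signal; a rise in the Bmi1 reporter signal indicates esBAF inhibition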
ERAP1 HTS inh: human ERAP1 aminopeptidase inhibitors, primary screen, biochemical, single point, plate reader; inhibition, % at 10.7 µM; Endoplasmic reticulum aminopeptidase 1 (Homo sapiens), Q9NZ08; 340,000 compounds, 0.15% hits; recombinant ERAP1, Leu-AMC fluorescence, 60 min;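 active means mean replicate inhibition of at least 30%, or all replicates individually reaching that 30% level; inactive means mean below 30% and not every replicate reaching it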;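 further: 0% = neutral control wells and 100% = L-leucinethiol positive control wells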
Target sequence (Q9NZ08 whole entry, looked up): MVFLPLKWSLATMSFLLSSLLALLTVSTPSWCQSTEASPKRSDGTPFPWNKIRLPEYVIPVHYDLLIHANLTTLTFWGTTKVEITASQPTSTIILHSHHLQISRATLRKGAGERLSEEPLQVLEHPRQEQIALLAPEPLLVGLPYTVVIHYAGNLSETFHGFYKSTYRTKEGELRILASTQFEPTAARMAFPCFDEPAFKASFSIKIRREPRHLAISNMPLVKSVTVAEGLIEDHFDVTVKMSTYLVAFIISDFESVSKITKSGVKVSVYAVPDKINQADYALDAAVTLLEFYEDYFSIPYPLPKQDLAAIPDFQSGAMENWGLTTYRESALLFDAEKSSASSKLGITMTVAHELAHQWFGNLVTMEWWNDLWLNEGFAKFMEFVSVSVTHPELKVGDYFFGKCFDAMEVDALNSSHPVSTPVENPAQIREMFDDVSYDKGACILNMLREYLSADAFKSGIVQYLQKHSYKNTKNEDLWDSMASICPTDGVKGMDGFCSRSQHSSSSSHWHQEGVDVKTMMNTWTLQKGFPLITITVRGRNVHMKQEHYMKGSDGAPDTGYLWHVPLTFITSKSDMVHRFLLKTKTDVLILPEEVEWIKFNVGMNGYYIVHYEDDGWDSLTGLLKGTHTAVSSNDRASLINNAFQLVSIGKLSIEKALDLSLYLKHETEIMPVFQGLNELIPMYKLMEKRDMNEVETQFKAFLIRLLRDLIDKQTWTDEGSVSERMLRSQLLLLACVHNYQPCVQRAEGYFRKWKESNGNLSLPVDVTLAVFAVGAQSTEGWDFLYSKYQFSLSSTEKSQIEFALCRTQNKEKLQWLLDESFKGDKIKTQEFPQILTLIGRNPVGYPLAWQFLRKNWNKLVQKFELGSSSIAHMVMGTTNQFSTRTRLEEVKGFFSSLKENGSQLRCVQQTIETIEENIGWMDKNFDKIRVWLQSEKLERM
RAD54 branch: inhibitors of human RAD54 branch migration, primary screen, biochemical, fluorescence, single point | DNA repair and recombination protein RAD54-like (Homo sapiens), Q92698 | RAD54 Holliday junction branch migration, FAM/BHQ fluorescence | inhibition, % at 10.4 µM | 360,000 compounds, 0.14% hits | AID 602329, 2012;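 active means mean normalized replicate activity at least 40 and at least half of replicates scoring 40 or more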;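 further: 0% = median of neutral control wells and 100% = median of positive control wells; inhibitors cause a drop in the FAM fluorescence signal; in these data hits start at about 50%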
RAD52 anneal inh: RAD52 DNA annealing inhibitors, primary screen, biochemical, FRET, single point, set 2 | DNA repair protein RAD52 homolog (Homo sapiens), P43351 | recombinant RAD52 DNA annealing, FRET fluorescence | inhibition, % at 18.7 µM | 360,000 compounds, 0.46% hits;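 active means every replicate showing at least 50% inhibition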
The depositor's hits bear a star. Compounds as they come, and some 2.5% of all compounds hit somewhere here.

How did C[C@@H]1CN([C@H](C)CO)C(=O)c2cc(C#Cc3ccc(F)cc3)cnc2O[C@@H]1CN(C)Cc1ccccn1 do in these assays?
E-sel inducer: -0.3; S100A4 inh HTS: -14.7; Xi reactivation: -1.1; ERp5 block: -1.8; esBAF inh: 4.1; ERAP1 HTS inh: 2.8; RAD54 branch: -3.4; RAD52 anneal inh: -6.0

How did COc1ccc(CN(C)C[C@H]2OCCCC[C@H](C)Oc3ccc(NS(=O)(=O)c4ccc(OC)cc4)cc3C(=O)N([C@H](C)CO)C[C@H]2C)cc1 do in these assays?
E-sel inducer: -0.4; Xi reactivation: 0.0; esBAF inh: 2.1; RAD54 branch: 5.5

Results for Cc1ccc(NC(=O)CSc2nc(N)cc(=O)[nH]2)cc1S(=O)(=O)N1CCCCCC1 ?
E-sel inducer: -0.3; S100A4 inh HTS: -1.0; Xi reactivation: -0.1; ERp5 block: -0.2; ERAP1 HTS inh: -5.8; RAD54 branch: 3.0; RAD52 anneal inh: -15.3

Results for CCNS(=O)(=O)c1ccc(CCC(=O)N2CCN(c3ccc(OC)cc3)CC2)cc1 ?
E-sel inducer: 31.3*; S100A4 inh HTS: 0.9; Xi reactivation: 0.1; ERp5 block: 4.2; esBAF inh: 3.2; ERAP1 HTS inh: -0.4; RAD54 branch: -32.5; RAD52 anneal inh: -6.0

Results for Cc1ccccc1C(=O)NNc1ncnc2c1cnn2C ?
E-sel inducer: 0.5; S100A4 inh HTS: -8.0; Xi reactivation: 0.0; ERp5 block: -7.8; esBAF inh: -1.7; ERAP1 HTS inh: 0.2; RAD54 branch: 4.1; RAD52 anneal inh: -9.8

What do the screens show for `O=S(=O)(NCCCCNS(=O)(=O)c1ccc(F)cc1)c1ccc(F)cc1`?
E-sel inducer: -0.8; S100A4 inh HTS: -2.9; Xi reactivation: 0.0; ERp5 block: -8.5; esBAF inh: -9.1; ERAP1 HTS inh: 4.3; RAD54 branch: -3.5; RAD52 anneal inh: 2.7

What do the screens show for `O=C(CN(Cc1ccco1)C(=O)CNS(=O)(=O)c1ccc(Cl)cc1)NCC1CCCO1` (centres undefined)?
E-sel inducer: -0.2; S100A4 inh HTS: 4.7; Xi reactivation: -0.4; ERp5 block: -8.2; esBAF inh: -9.4; RAD52 anneal inh: -6.9

How did COc1ccc(-c2[nH]n(-c3ccc([N+](=O)[O-])cc3)c(=O)c2C=NCc2ccncc2)cc1 do in these assays?
S100A4 inh HTS: -2.9; Xi reactivation: 0.1; ERp5 block: -2.3; ERAP1 HTS inh: -0.8; RAD52 anneal inh: -11.8

Results for CC(=O)OCC1(C)CN(c2ccccc2)N(C(=O)c2ccc(F)cc2)C1=O (centres undefined) ?
E-sel inducer: 0.0; S100A4 inh HTS: -2.2; Xi reactivation: 0.2; ERp5 block: 5.3; esBAF inh: 2.9; ERAP1 HTS inh: -2.6; RAD52 anneal inh: -5.1

Results for Cc1ccc(/C=C/C(=O)O)cc1S(=O)(=O)Nc1ccc(C(=O)O)cc1 ?
S100A4 inh HTS: -2.5; Xi reactivation: -0.1; ERp5 block: -0.9; esBAF inh: -2.1; ERAP1 HTS inh: -0.2; RAD54 branch: 2.0; RAD52 anneal inh: -2.8

3 compounds drawn at random from the list so far, as already listed:
Results for CCNS(=O)(=O)c1ccc(CCC(=O)N2CCN(c3ccc(OC)cc3)CC2)cc1 ?
E-sel inducer: 31.3*; S100A4 inh HTS: 0.9; Xi reactivation: 0.1; ERp5 block: 4.2; esBAF inh: 3.2; ERAP1 HTS inh: -0.4; RAD54 branch: -32.5; RAD52 anneal inh: -6.0

Results for CC(=O)OCC1(C)CN(c2ccccc2)N(C(=O)c2ccc(F)cc2)C1=O (centres undefined) ?
E-sel inducer: 0.0; S100A4 inh HTS: -2.2; Xi reactivation: 0.2; ERp5 block: 5.3; esBAF inh: 2.9; ERAP1 HTS inh: -2.6; RAD52 anneal inh: -5.1

How did COc1ccc(-c2[nH]n(-c3ccc([N+](=O)[O-])cc3)c(=O)c2C=NCc2ccncc2)cc1 do in these assays?
S100A4 inh HTS: -2.9; Xi reactivation: 0.1; ERp5 block: -2.3; ERAP1 HTS inh: -0.8; RAD52 anneal inh: -11.8

(list continues)
Results for O=C(Nc1cccc(-c2ccc(N3CCOCC3)nn2)c1)c1ccccc1 ?
S100A4 inh HTS: -6.0; Xi reactivation: 0.3; ERp5 block: 1.7; esBAF inh: 34.5; ERAP1 HTS inh: 1.0; RAD52 anneal inh: -10.0

Results for O=C(CNC(=O)c1ccco1)N/N=C/c1c[nH]c2ccccc12 ?
E-sel inducer: 10.5; S100A4 inh HTS: -3.4; Xi reactivation: 0.2; ERp5 block: -4.0; esBAF inh: -2.2; ERAP1 HTS inh: 2.8; RAD54 branch: -3.9; RAD52 anneal inh: -12.4

Results for CCOC(=O)c1ccc(N2Cc3ccccc3C2=NC(=O)c2cccc([N+](=O)[O-])c2)cc1 ?
S100A4 inh HTS: -6.5; Xi reactivation: 0.3; ERp5 block: 3.4; ERAP1 HTS inh: 6.9; RAD52 anneal inh: -16.9

What do the screens show for `Nc1ccn([C@@H]2O[C@H](C(=O)N[C@H](COC=O)Cc3ccccc3)[C@@H](O)[C@H]2O)c(=O)n1`?
E-sel inducer: -0.1; S100A4 inh HTS: -20.7; Xi reactivation: -0.1; ERp5 block: 3.9; esBAF inh: 3.0; ERAP1 HTS inh: 2.2; RAD54 branch: 1.9; RAD52 anneal inh: 2.5

What do the screens show for `COc1ccc(CCN2C(=O)COc3ccccc3C2C(=O)NCc2ccccc2)cc1OC` (centres undefined)?
S100A4 inh HTS: -5.7; Xi reactivation: 0.2; ERp5 block: 4.9; ERAP1 HTS inh: -2.4; RAD52 anneal inh: -5.3

How did CNC(=O)C1CC(=O)N(CCc2ccccc2)C(=Nc2ccc(OC)cc2)S1 (centres undefined) do in these assays?
S100A4 inh HTS: 1.0; Xi reactivation: 0.1; ERp5 block: -2.3; ERAP1 HTS inh: 0.9; RAD52 anneal inh: -10.2

How did Cn1ncc(N=Cc2ccccc2[N+](=O)[O-])c1C(N)=O do in these assays?
E-sel inducer: -0.2; S100A4 inh HTS: 4.0; Xi reactivation: 0.9; ERp5 block: 3.7; ERAP1 HTS inh: 2.8; RAD52 anneal inh: -6.1

Results for CN(C)c1c(N)[nH]c2c(c1=O)c(=O)n(C)c(=O)n2C ?
S100A4 inh HTS: -2.0; Xi reactivation: 0.0; ERp5 block: -4.5; ERAP1 HTS inh: 1.7; RAD54 branch: -1.9; RAD52 anneal inh: -10.9

How did CC(CCN1CCN(c2ccc(F)cc2)CC1)c1ccccc1 (centres undefined) do in these assays?
E-sel inducer: -0.2; S100A4 inh HTS: -1.4; Xi reactivation: 0.0; ERp5 block: -2.0; esBAF inh: 0.5; ERAP1 HTS inh: -5.6; RAD54 branch: -21.2; RAD52 anneal inh: 4.5

Results for Cc1ccccc1CNc1ccc(C(CC(N)=O)NC(=O)c2ccc(Br)cc2)cc1[N+](=O)[O-] (centres undefined) ?
E-sel inducer: 0.0; S100A4 inh HTS: 1.5; Xi reactivation: 0.3; ERp5 block: 2.5; esBAF inh: 10.6; ERAP1 HTS inh: 4.8; RAD54 branch: -4.5; RAD52 anneal inh: -24.7

What do the screens show for `CCOc1ccc(NC(=O)C2=NN(c3ccccc3)C(=O)CC2)cc1S(=O)(=O)N1CCCCC1`?
S100A4 inh HTS: -4.6; Xi reactivation: 0.2; ERp5 block: -12.9; esBAF inh: 2.4; ERAP1 HTS inh: 2.1; RAD54 branch: 2.1; RAD52 anneal inh: -13.5

What do the screens show for `COc1cccc(NC(=O)NCc2ccccc2Cl)c1`?
E-sel inducer: -0.1; S100A4 inh HTS: 2.4; Xi reactivation: 0.3; ERp5 block: 6.2; RAD52 anneal inh: -9.3

How did CCN1CCN(S(=O)(=O)c2ccc(Oc3ccccc3OC)cc2)CC1 do in these assays?
S100A4 inh HTS: -6.2; Xi reactivation: 0.0; ERp5 block: 6.9; esBAF inh: 9.2; ERAP1 HTS inh: 4.8; RAD54 branch: 5.9; RAD52 anneal inh: -7.9

What do the screens show for `COc1cccc([C@@H]2CC=C(C(=O)O)[C@H](c3ccccc3)N2S(=O)(=O)c2ccc(C)cc2)c1`?
E-sel inducer: -0.2; S100A4 inh HTS: -29.1; Xi reactivation: 0.0; ERp5 block: 2.1; esBAF inh: 0.5; ERAP1 HTS inh: 0.8; RAD54 branch: -5.8; RAD52 anneal inh: -10.9

What do the screens show for `Cc1ccc2nc(C(Cl)(Cl)Cl)nc(N/N=C/c3ccncc3)c2c1`?
S100A4 inh HTS: 3.9; Xi reactivation: 0.2; ERp5 block: -4.0; ERAP1 HTS inh: -5.9; RAD52 anneal inh: -17.4

What do the screens show for `COc1ccc(/C=C2\SC(N)=NC2=O)cc1Br`?
S100A4 inh HTS: 4.9; Xi reactivation: 0.0; ERp5 block: 2.0; esBAF inh: 17.9; ERAP1 HTS inh: -3.4; RAD54 branch: -3.6; RAD52 anneal inh: -34.4

Results for CCCCSc1nc2c([nH]1)c(=O)n(C)c(=S)n2C ?
E-sel inducer: -0.2; S100A4 inh HTS: -1.1; Xi reactivation: 0.1; ERp5 block: 2.6; ERAP1 HTS inh: -0.2; RAD52 anneal inh: -7.8

How did CCCNC(=O)C[C@@H]1C[C@@H]2c3cc(NC(=O)Cc4ccncc4)ccc3O[C@@H]2[C@H](CO)O1 do in these assays?
E-sel inducer: -0.2; Xi reactivation: -0.1; esBAF inh: -1.2; RAD54 branch: -2.4

How did Cc1nccc(-c2ccc(-n3c(C)ccc3C)cc2)n1 do in these assays?
E-sel inducer: 4.4; S100A4 inh HTS: -10.0; Xi reactivation: 0.1; ERp5 block: 2.1; ERAP1 HTS inh: -2.3; RAD52 anneal inh: -8.5

What do the screens show for `COc1ccc(CN(C)C[C@@H]2Oc3ccc(NS(=O)(=O)c4ccc(C)cc4)cc3CC(=O)N([C@H](C)CO)C[C@H]2C)cc1`?
E-sel inducer: -0.1; S100A4 inh HTS: -30.4; Xi reactivation: 0.0; ERp5 block: 0.3; esBAF inh: 3.3; ERAP1 HTS inh: -3.2; RAD54 branch: -7.3; RAD52 anneal inh: 8.4

Results for O=C(NC(=S)N1CCCCC1)c1csc([N+](=O)[O-])c1 ?
S100A4 inh HTS: -3.0; Xi reactivation: 0.1; ERp5 block: -1.7; esBAF inh: -2.1; ERAP1 HTS inh: 0.1; RAD54 branch: 1.9; RAD52 anneal inh: -13.3

How did COc1ccc(NC(=O)N(C)C[C@@H]2Oc3c(NS(=O)(=O)c4c(C)noc4C)cccc3C(=O)N([C@H](C)CO)C[C@@H]2C)cc1 do in these assays?
E-sel inducer: 0.2; S100A4 inh HTS: -62.9; Xi reactivation: 0.2; ERp5 block: 15.0; esBAF inh: -2.5; ERAP1 HTS inh: 0.6; RAD54 branch: 4.3; RAD52 anneal inh: -31.2
